# High-throughput results from PubChem.
# 14-3-3 PPI – alters human 14-3-3 gamma binding to Raf peptide. P61981. FP, 14-3-3gamma / TMR-pS259-Raf peptide binding. inhibition, % at 40 µM. hit rate 0.19% among 160,000. AID 422; in the data active = inhibition above about 30%;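 also: 0% = protein plus tracer without compound and 100% = blank with tracer alone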
# Target sequence (P61981 whole entry, looked up): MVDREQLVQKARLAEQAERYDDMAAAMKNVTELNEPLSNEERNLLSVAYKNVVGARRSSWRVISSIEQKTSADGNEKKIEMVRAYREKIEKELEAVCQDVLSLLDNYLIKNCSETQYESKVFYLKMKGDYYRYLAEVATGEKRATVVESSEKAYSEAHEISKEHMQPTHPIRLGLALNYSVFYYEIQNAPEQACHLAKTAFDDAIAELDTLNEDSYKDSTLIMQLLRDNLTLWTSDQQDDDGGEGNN
# Numbers without * were called inactive; & = joins results of further samples.
# Start of the listing, in advance (22 entries):
SMILES,14-3-3 PPI
COc1cccc(C2=NOC(C(=O)N3CCN(C(=O)c4ccco4)CC3)C2)c1 (configuration not stated),5
Cc1ccc(NC(=O)COC(=O)C2=COCCO2)cc1,0
O=C(CN1CCOCC1)Nc1ccc(NC(=O)CN2CCOCC2)c(Cl)c1,1
CC(=O)NC1=NN(C(C)=O)C(c2cccc(OC(F)(F)C(F)F)c2)S1 (configuration not stated),-12
CCOc1cc(C2C(C(=O)OC)=CN(C)C=C2C(=O)OC)cc(Br)c1OC,4
Cc1ccc(/C(=C\CN2CCCC2)c2ccccn2)cc1,-4
C(=C\CSc1ncn[nH]1)/CSc1ncn[nH]1,-12
Cc1ccc(NC(=O)c2cc3c(=O)n4ccccc4nc3s2)cc1Cl,-10
CN(c1ccc(C(=O)NCc2ccc3c(c2)OCO3)cc1)S(C)(=O)=O,16
Cn1c(CN2CCOCC2)c(C#N)c2ccccc21,1&-5
C(=N\n1cnnc1SCc1ccccc1)/c1ccco1,3
O=C(CCCn1c(=S)[nH]c2c(sc3ccccc32)c1=O)NCC1CCCO1 (configuration not stated),-2
COc1ccc(CC(CC(=O)O)C(=O)Nc2ccccc2)cc1 (configuration not stated),-1
CN1CCc2c(sc(N)c2C#N)C1,-120
CC(=O)c1cccc(NC(=O)c2cc3nc(-c4ccc(Br)cc4)cc(C(F)(F)F)n3n2)c1,-21
CCNc1nc(NC(C)(C)C)nc(N(C#N)CC)n1,-3
CC(=O)Nc1cc(C(=O)N2CCc3ccccc3C2)ccc1Sc1ccc(Cl)cc1,4
O=S(=O)(c1ccc(Cl)cc1)c1nc(-c2ccccc2Cl)oc1NCc1ccccc1,1
CCCCSc1nnc(-c2cc(Br)ccc2N)c(=O)[nH]1,-3
O=C(OCc1nnc(-c2ccccc2)o1)c1ccc2c(c1)OCO2,-6
COC(=O)c1cnc(Nc2ccc(Cl)cc2OC)c2ccccc12,5
COc1ccc(NC(=O)C(C)N(c2ccccc2)S(C)(=O)=O)c(OC)c1 (configuration not stated),-3

# The whole of this part, from the first entry:
SMILES,14-3-3 PPI
COc1cccc(C2=NOC(C(=O)N3CCN(C(=O)c4ccco4)CC3)C2)c1 (configuration not stated),5
Cc1ccc(NC(=O)COC(=O)C2=COCCO2)cc1,0
O=C(CN1CCOCC1)Nc1ccc(NC(=O)CN2CCOCC2)c(Cl)c1,1
CC(=O)NC1=NN(C(C)=O)C(c2cccc(OC(F)(F)C(F)F)c2)S1 (configuration not stated),-12
CCOc1cc(C2C(C(=O)OC)=CN(C)C=C2C(=O)OC)cc(Br)c1OC,4
Cc1ccc(/C(=C\CN2CCCC2)c2ccccn2)cc1,-4
C(=C\CSc1ncn[nH]1)/CSc1ncn[nH]1,-12
Cc1ccc(NC(=O)c2cc3c(=O)n4ccccc4nc3s2)cc1Cl,-10
CN(c1ccc(C(=O)NCc2ccc3c(c2)OCO3)cc1)S(C)(=O)=O,16
Cn1c(CN2CCOCC2)c(C#N)c2ccccc21,1&-5
C(=N\n1cnnc1SCc1ccccc1)/c1ccco1,3
O=C(CCCn1c(=S)[nH]c2c(sc3ccccc32)c1=O)NCC1CCCO1 (configuration not stated),-2
COc1ccc(CC(CC(=O)O)C(=O)Nc2ccccc2)cc1 (configuration not stated),-1
CN1CCc2c(sc(N)c2C#N)C1,-120
CC(=O)c1cccc(NC(=O)c2cc3nc(-c4ccc(Br)cc4)cc(C(F)(F)F)n3n2)c1,-21
CCNc1nc(NC(C)(C)C)nc(N(C#N)CC)n1,-3
CC(=O)Nc1cc(C(=O)N2CCc3ccccc3C2)ccc1Sc1ccc(Cl)cc1,4
O=S(=O)(c1ccc(Cl)cc1)c1nc(-c2ccccc2Cl)oc1NCc1ccccc1,1
CCCCSc1nnc(-c2cc(Br)ccc2N)c(=O)[nH]1,-3
O=C(OCc1nnc(-c2ccccc2)o1)c1ccc2c(c1)OCO2,-6
COC(=O)c1cnc(Nc2ccc(Cl)cc2OC)c2ccccc12,5
COc1ccc(NC(=O)C(C)N(c2ccccc2)S(C)(=O)=O)c(OC)c1 (configuration not stated),-3
COc1ccc(/C=N/n2cnnc2)cc1COc1ccccn1,0
CN(c1ccccc1)S(=O)(=O)c1ccc(C(=O)Nc2nc(-c3ccc(Br)s3)cs2)cc1,-48
CN1C(=O)c2ccc(NC(=O)C3CC(=O)N(c4ccccc4)C3)cc2C1=O (configuration not stated),3
OC(CN1CCN(c2ccccc2)CC1)c1c[nH]c2ccccc12 (configuration not stated),-3
CCc1ccc(C2NN(C(=O)c3cccc(Br)c3)C3C(=O)N(c4ccccc4OC)C(=O)C23)cc1 (configuration not stated),-17
CC(NC(=O)c1csc2ccccc12)C1CCCO1 (configuration not stated),-14
Cc1ccc(C)c(Cn2c(CN(C)Cc3ccccc3)nc3c2c(=O)n(C)c(=O)n3C)c1,-9
Cc1ccc(S(=O)(=O)N2CCN(C(=O)CSc3nnc(-c4ccco4)o3)CC2)cc1,-7

# Three entries already listed, sorted by the value under 14-3-3 PPI, highest first:
canonical_smiles | 14-3-3 PPI
COC(=O)c1cnc(Nc2ccc(Cl)cc2OC)c2ccccc12 | 5
OC(CN1CCN(c2ccccc2)CC1)c1c[nH]c2ccccc12 (configuration not stated) | -3
O=C(OCc1nnc(-c2ccccc2)o1)c1ccc2c(c1)OCO2 | -6

# Later entries:
SMILES,14-3-3 PPI
Cc1ccc(NC2OCC(O)C(O)C2O)cc1[N+](=O)[O-] (configuration not stated),0
COc1ccc(O)c(-c2c(-c3ccc(Cl)cc3)n[nH]c2C)c1,-5
CC1CC(C)CN(S(=O)(=O)c2ccc(F)c(C(=O)NCc3ccccc3)c2)C1 (configuration not stated),6
Cc1ccc(S(=O)(=O)Nc2ccc(N(C)C)cc2)cc1,-78
Cc1ccc(Cc2cnc(NC(=O)CCCOc3ccc(Cl)cc3)s2)cc1,-4
O=C(c1nnc(Cc2ccc(Cl)cc2)o1)N1CCc2ccccc2C1,-2
CCOc1ccc(C2C(N3C(=O)c4ccccc4C3=O)C(=O)N2c2ccc(C)c(Cl)c2)cc1 (configuration not stated),-22
COc1ccc(Cl)cc1NC(=O)c1cnc2n(c1=O)CCS2,-2
COc1cccc(CNC(=O)C2CCN(S(=O)(=O)c3cccc4nsnc34)CC2)c1,-7
CCOc1ccc2cc(C#N)c(SCC(=O)N3CCCC3)nc2c1,2
C=CCN1C(=O)C(=O)/C(=C(/O)c2ccc(Br)cc2)C1c1ccc(OC)cc1 (configuration not stated),-8
CN1CCc2c(n(CC(O)CN3C(=O)c4ccccc4S3(=O)=O)c3ccccc23)C1=O (configuration not stated),5
O=C(NCc1ccncc1)Nc1ccc(F)cc1,11
O=C(NCc1ccco1)c1cc2cc([N+](=O)[O-])ccc2oc1=O,-7
CN(CC(=O)Nc1sccc1C#N)C1CCCCC1,-69
Cc1ccccc1NS(=O)(=O)c1ccc2[nH]cc(C(=O)NCCCN3CCOCC3)c(=O)c2c1,-9
COc1ccc(NC2=C(C(C)=O)C(c3ccc(N(C)C)cc3)C(C(C)=O)C(C)(O)C2)cc1 (configuration not stated),-2
c1ccc(-c2noc(CN3CCN(c4ccccc4)CC3)n2)cc1,-3
Cc1ccc(-c2nc(CS(=O)CC(=O)NCCN3CCOCC3)c(C)o2)cc1 (configuration not stated),-2
CC(C)CCNC(=O)C1CCN(c2nc3ccccc3o2)CC1,-3
O=C(Nc1cccnc1)c1ccccc1Oc1ccccc1,-4
COCCNC(=O)c1c(N)n(/N=C/c2cccs2)c2nc3ccccc3nc12,2
CCCCSc1nnc2c(n1)OC(c1ccc(N(C)C)cc1)N(C(C)=O)c1ccccc1-2 (configuration not stated),-6
Cc1noc(C)c1COC(=O)c1cccc(S(=O)(=O)N2c3ccccc3CC2C)c1 (configuration not stated),-10
CC(C)(C)c1ccc(C(=O)Nc2cc(C(=O)Nc3cccc(C(F)(F)F)c3)ccc2N2CC3CC(C2)c2cccc(=O)n2C3)cc1 (configuration not stated),0
Cc1cccc(NC(=O)c2ccccc2NC(=O)c2ccc([N+](=O)[O-])cc2)c1,-4
COc1cccc(S(=O)(=O)NCc2ccc(C(=O)NCc3ccco3)cc2)c1,-8
O=C(NCCCO)c1nc2ccccc2s1,0
Oc1ccc(Br)cc1C=Nc1nc(C23CC4CC(CC(C4)C2)C3)cs1,10
COC(=O)Cc1ccc(N(Cc2ccccc2F)S(=O)(=O)c2ccc([N+](=O)[O-])cc2)cc1,5
Cc1cccc(NS(=O)(=O)c2ccc3c4c(cccc24)C(=O)N3)c1C,-9
O=C(Cn1cnc2ccccc2c1=O)NCC(=O)Nc1nc2ccccc2s1,-6
CC(C)(C)N1C(=O)C2C(C(=O)Nc3ccc(Br)cc3)C3C=CC2(O3)C1C(=O)NC1CCCCC1 (configuration not stated),7
COc1ccccc1NC(=O)Cn1cnc2sc(C(=O)Nc3ccc4c(c3)OCCO4)c(C)c2c1=O,-18
CCC1CCCCN1C(=O)CSc1nc(N)c(NC(=O)c2ccc(OC)c(OC)c2)c(=O)[nH]1 (configuration not stated),-4
CC(=O)c1cccc(NC(=O)c2cc(-n3cnnc3)ccc2Cl)c1,-4
O=C(Nc1c2c(nn1-c1cccc(Cl)c1)CS(=O)C2)c1ccco1 (configuration not stated),-1
O=C(CSc1ncccc1C(=O)O)c1ccccc1,-1
CCOc1cc(C(=O)N2CCc3cc(OC)c(OC)cc3C2)ccc1OC(F)F,-5
CCOc1ccc(NC(=O)CSc2nc(-c3ccc(OC)cc3)nc3c2c(=O)n(C)c(=O)n3C)cc1,0
CC1=NN(C(=O)c2ccc(C(C)C)cc2)C(O)(C(F)F)C1 (configuration not stated),0
Nc1ccc(C(=O)O)c(O)c1,6&-1
Cc1ccc(OCc2nnc(SCC(=O)CC(=O)Nc3ccccc3)o2)cc1,-6
Cc1c(/C=N/n2cnnc2)c2ccccc2n1C,2
CN(Cc1ccccc1)C(=O)C1CCC(CNS(=O)(=O)c2ccccc2)CC1 (configuration not stated),1
CCOC(=O)c1ccc(N=Cc2cc(C)cc(I)c2O)cc1,20
COc1ccc(C(CNC(=O)COc2ccccc2OC)N(C)C)cc1OC (configuration not stated),-2
O=C(O)c1ccc(-c2ccco2)n1Cc1ccccc1,-4
O=C1CCCC(=O)N1c1ccc(N2CCN(c3cccc(C(F)(F)F)c3)CC2)c([N+](=O)[O-])c1,2
COc1ccc(N(CC(=O)Nc2nc3ccc(C)cc3s2)S(=O)(=O)c2c(C)nn(C)c2C)cc1,3
COc1ccc(CCNC(=O)C2=COCCO2)cc1,-4
Cc1ccc2c(c1)c1c3n2CCN(C=O)C3CCC1 (configuration not stated),-1
CC1=CC(C)(C)N(S(=O)(=O)c2ccc(C)cc2)c2c(C)cc(C)cc21,-5
CN(CC(=O)NC1CS(=O)(=O)CC1Cl)S(=O)(=O)c1ccc2c(c1)CCC(=O)N2 (configuration not stated),-11
CCCCc1ccc(N2C(=O)c3cccc4c([N+](=O)[O-])ccc(c34)C2=O)cc1,-14
CCCNC(=O)C1CCN(S(=O)(=O)c2ccc(Br)cc2)CC1,-2
c1ccc(N2CCN(c3ccccc3)C2c2cccs2)cc1,-1
CN1C(=O)N(C)C2(c3ccccc3)NN3C(=NC12c1ccccc1)SC1=C3C(=O)c2ccccc2C1=O (configuration not stated),9
Cc1[nH]n(-c2ccccc2)c(=S)c1C=Nc1cccc(Br)c1,-5
CCSc1ncnc2sc3c(c12)CCCC3,3
# Additional compounds:
SMILES,14-3-3 PPI
CCOC(=O)c1cnc(NCc2ccccc2)nc1C,-14
Cc1ccc(N2C(=O)CSC2=NC(=O)Nc2ccccc2)c(C)c1,10
Cc1ccccc1-n1c(=O)c2ccccc2c2ccccc2c1=O,0
O=C(c1ccccc1)c1ccc(OCC(O)CN2CCOCC2)cc1 (configuration not stated),-9
COc1ccc(C2SCCN2S(=O)(=O)c2ccc([N+](=O)[O-])cc2)cc1 (configuration not stated),0
COc1ccc(OC)c2[nH]c(=O)c(CCNS(=O)(=O)c3ccc(C)cc3)cc12,-1&1
CC1CCCC(C)N1C(=O)c1nn2c(c1Cl)NC(c1cccs1)CC2C(F)(F)F (configuration not stated),-8
COc1ccc(CCNC(=O)CSc2nc(-c3ccco3)cc(C(F)(F)F)n2)cc1OC,-5
CCC1(c2ccc(F)cc2)NC(=O)N(CC(=O)c2ccc[nH]2)C1=O (configuration not stated),-22
O=C1COc2ccccc2O1,11
O=C1NC(=O)NC(c2ccccc2)N1,3
Cc1ccc(Cl)cc1N1CCN(C(=O)C2CCN(S(=O)(=O)c3cnc[nH]3)CC2)CC1,-8
Nc1nonc1-c1nc2ccccc2n1Cc1ccccc1,-19
Cc1ccc(Cn2nnc3c(=O)[nH]c(C4CCN(S(=O)(=O)c5cc(C)ccc5C)CC4)nc32)cc1,-7
CC(C)(C)NC(=O)C(c1ccco1)N(C(=O)Cn1nnc(-c2ccc(F)cc2)n1)c1ccccc1 (configuration not stated),-6
O=C(Nc1ccc(Oc2ccccc2)cc1)c1ccc(F)c(S(=O)(=O)N2CCN(c3cccc(Cl)c3)CC2)c1,-54
O=c1c2c(nc(SCc3ccccc3F)n1-c1ccc(Br)cc1)CCS2,-7
COc1cccc(C2C=C(c3ccc(Br)cc3)Nc3nnnn32)c1OC(F)F (configuration not stated),-1
CC1CCC(NC(=O)CN2CCN(Cc3cccc(Cl)c3)C2=O)CC1 (configuration not stated),-2
COCCNC(=O)c1ccc2nc(-c3ccco3)c(-c3ccco3)nc2c1,-51
CC(C)CN(CC(C)C)C(=O)C1CCCN(S(=O)(=O)c2cccc3nsnc23)C1 (configuration not stated),0
CC(C)(C)n1nc2c(c1NC(=O)c1cccc(C(F)(F)F)c1)CSC2,-4
COc1ccccc1-n1c(SCC(=O)Nc2cccc(C)c2)nc2c(c1=O)SCC2,-6&-64
O=C1C(Cl)=C(NCC2CCCO2)C(=O)N1Cc1ccccc1 (configuration not stated),-2&-11
CCN(CCNS(=O)(=O)c1ccc2c(c1)CCN2C(=O)C1CC1)c1ccccc1,0
CSCCC(NC(=O)c1ccccc1)C(=O)O (configuration not stated),-1
O=C(Cc1cccs1)N1CCCC(c2nc3c(nnn3Cc3cccc(Cl)c3)c(=O)[nH]2)C1 (configuration not stated),-1
CCC(=O)Nc1nc2c(s1)C(=O)CC(c1ccc(OC)cc1)C2 (configuration not stated),-5
COc1ccc(S(=O)(=O)N2CCN(C(=O)COc3ccc(Cl)cc3)CC2)cc1,-6

# This is a subset; the hit share may differ from the screen's.
